Compound activity deposited in PubChem BioAssay by Sanford-Burnham Center for Chemical Genomics.
TNAP inh pNP – human TNAP inhibition, p-nitrophenol detection | P05186 | purified TNAP, pNPP hydrolysis, absorbance 405 nm | inhibition, % at 20 µM | 21,000 tested, under 10 active;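 further: 0% = DMSO only wells and 100% = 1 mM levamisole wells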
Target sequence (P05186 whole entry, looked up): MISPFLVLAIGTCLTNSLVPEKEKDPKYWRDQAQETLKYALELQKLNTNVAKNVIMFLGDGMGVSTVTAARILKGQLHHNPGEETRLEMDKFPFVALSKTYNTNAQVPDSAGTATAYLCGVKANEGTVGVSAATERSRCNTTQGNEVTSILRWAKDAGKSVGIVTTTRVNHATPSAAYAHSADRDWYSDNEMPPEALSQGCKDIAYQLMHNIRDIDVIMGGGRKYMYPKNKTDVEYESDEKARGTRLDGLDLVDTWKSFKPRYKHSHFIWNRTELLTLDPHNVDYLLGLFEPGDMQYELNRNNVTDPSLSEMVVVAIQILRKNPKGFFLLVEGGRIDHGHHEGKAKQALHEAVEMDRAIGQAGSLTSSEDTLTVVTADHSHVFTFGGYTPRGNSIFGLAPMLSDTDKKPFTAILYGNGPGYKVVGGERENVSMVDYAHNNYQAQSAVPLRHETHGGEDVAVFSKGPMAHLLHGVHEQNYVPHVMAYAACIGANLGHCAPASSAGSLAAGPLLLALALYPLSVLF
TNAP inh Pi – inhibitors of human tissue-nonspecific alkaline phosphatase. purified TNAP, pNPP, malachite green phosphate absorbance. inhibition, % at 20 µM. 21,000 tested, under 10 active. AID 614
An asterisk follows results filed as active.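 How the source made its calls: active means inhibition above 50% at the 20 µM single-dose screen; inactive means the rest.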 An excerpt. The share of hits here may be higher or lower than overall.

SMILES | TNAP inh pNP | TNAP inh Pi
CC(=O)/C=C(\C)NCCNc1c(F)c(F)c(CO)c(F)c1F | 0 | 0
CCC1SC2=NCCN2C1(O)c1ccc(Cl)cc1 (stereo not given) | 9 | 4
O=C(O)c1ccc(NC(=O)C2C3CCC(C3)C2C(=O)O)cc1 (stereo not given) | 5 | -2
COc1cc2[nH]c(=S)n(CCCN3CCOCC3)c(=O)c2cc1OC | 6 | 11
CN1CCN(Cc2ccc(OCc3ccccc3)cc2)CC1 | 4 | 8
Cc1cc(OCc2nn[nH]n2)c2c(-c3ccccc3)cc(=O)oc2c1 | -2 | 3
NC(N)=NS(=O)(=O)c1ccc(N)cc1 | 0 | 0
O=C(c1cc2c(s1)CCCC2)N1CCN(Cc2ccc3c(c2)OCO3)CC1 | 2 | 10
CC(C)(C)Sc1nc(O)cc(=O)[nH]1 | -3 | 3
O=C(CCC1CCCC1)N1CCN(C2CCCC2)CC1 | 6 | 2
O=C(COc1ccc(-c2nnc(N3CCCCC3)c3ccccc23)cc1)N1CCCCC1 | 6 | 3
COC(=O)c1sc2nc(N3CCCCC3)c3c(c2c1N)CC(C)(C)N(C)C3 | 7 | -9
CC(=O)Nc1nnc(Cc2ccccc2)s1 | -7 | 4
N=C1C(c2nc3ccccc3s2)=C(O)CN1CCCO | 2 | -17
Cc1nnc(SCCn2c(N3CCN(C)CC3)nc3c2c(=O)n(C)c(=O)n3C)s1 | 1 | 10
Cc1cccc(-c2nnc3n2N=C(c2ccccc2Br)CS3)c1 | 4 | 11
COc1ccc(OC)c(S(=O)(=O)N2CCC(C(=O)N3CCc4ccccc4C3)CC2)c1 | 1 | 6
CCOC(=O)CCc1c(C)c(C#N)c2[nH]c3ccccc3n2c1=O | 5 | 2
CSc1nncc(-c2ccc(F)cc2)n1 | 3 | 4
C=CCn1c(SCc2c(C)noc2C)nc2cc(C(=O)O)ccc2c1=O | 7 | 12
O=C(CCn1nnc(-c2cccs2)n1)N1CCc2ccccc2C1 | 5 | 11
CCOC(=O)C1CCN(C(=O)COc2cc(C)c(Br)cc2C)CC1 | 5 | 22
O=C(CCNc1n[nH]c(=O)[nH]c1=O)N1CCCCC1 | 3 | 6
CC(C)C(C(=O)NC(C)(C)C)N1C(=O)c2ccccc2C1=O (stereo not given) | 1 | 7
Cc1ccc(=O)n(C(C(=O)NCc2ccco2)C(=O)c2ccc(F)cc2)c1 (stereo not given) | -1 | 9

(list continues)
SMILES | TNAP inh pNP | TNAP inh Pi
CCC(=O)NC(Nc1cccc(C)n1)(C(F)(F)F)C(F)(F)F | 0 | 9
CCOC(=O)c1c(C)n(C(=O)c2ccco2)c(=O)n1C(=O)c1ccco1 | 6 | 10
CNc1ccccc1C(C)(C)c1cc(-c2ccco2)n[nH]1 | 0 | 0
N=c1n(CC(=O)O)c2ccccc2n1Cc1ccccc1Cl | 1 | -3
CCOc1ccc(-c2nnn(CC(=O)NCc3ccco3)n2)cc1 | 2 | 11
CCc1nnc(NC(=O)CSc2nnc(COc3cccc(C)c3)o2)s1 | 8 | 19
CC(C)Cn1c(=O)c(C(=O)Nc2ccncc2)c(O)c2ccccc21 | 4 | -15
Cc1cc(C(=O)O)cc(S(=O)(=O)N2CCOCC2)c1C | 0 | 0
COc1ccccc1N1CCN(C(=O)c2cc3n(n2)C(C(F)(F)F)CC(c2ccco2)N3)CC1 (stereo not given) | 2 | 6
COc1ccc(C(=O)Nc2nc3ccccc3[nH]2)cc1OC | 6 | 10
CC(=O)Nc1ccc(-c2nn3c(C)nnc3s2)cc1C | 0 | 2
COc1cc(C2C(C(=O)N3CCOCC3)=C(C)NC3=C2C(=O)CCC3)ccc1OC(C)=O (stereo not given) | 8 | 9
Cn1c(=O)c2c(nc(NCc3ccccc3)n2C)n(C)c1=O | 6 | 7
COc1cccc(/C(O)=C2/C(=O)C(=O)N(CCCN(C)C)C2c2cccc(Cl)c2)c1 (stereo not given) | 4 | 10
CCN1CCn2c1nc(N1CCOCC1)nc2=O | -1 | 4
CCOC(=O)C(OC(=O)c1sc(=S)n(C)c1C)C(C)=O (stereo not given) | -2 | -5
O=C(Nc1cccc(Cl)c1Cl)C1CCN(c2ncccn2)CC1 | -3 | 6
CCOC(=O)c1cc(C)n(Cc2ccccc2)c1C | 5 | 12
CCc1nn2c(=O)cc(N3CCN(c4cc(C)nc5ccccc45)CC3)nc2s1 | -7 | -4
Cc1ccc(C(=O)NCc2nnc(SCC(=O)Nc3sc4c(c3C#N)CCCC4)n2C)cc1 | 6 | 15
O=C(O)c1cn[nH]c1-n1cnnn1 | 3 | 9
CC(OC(=O)c1cccs1)C(=O)NCc1ccccc1 (stereo not given) | 2 | 8
CSC1=C(C#N)C(C)C2=C(CC(C)(C)CC2=O)N1 (stereo not given) | 6 | 15
O=C(Nc1ccc2c(c1)oc1ccccc12)N1CCOCC1 | 4 | 8
Nc1ccc(C(=O)c2ccccc2C(=O)O)cc1Cl | 0 | 6

Exported in CSV form: 16 of the compounds above.
SMILES,TNAP inh pNP,TNAP inh Pi
N=c1n(CC(=O)O)c2ccccc2n1Cc1ccccc1Cl,1,-3
CCOc1ccc(-c2nnn(CC(=O)NCc3ccco3)n2)cc1,2,11
CCc1nnc(NC(=O)CSc2nnc(COc3cccc(C)c3)o2)s1,8,19
CC(C)Cn1c(=O)c(C(=O)Nc2ccncc2)c(O)c2ccccc21,4,-15
Cc1cc(C(=O)O)cc(S(=O)(=O)N2CCOCC2)c1C,0,0
COc1ccccc1N1CCN(C(=O)c2cc3n(n2)C(C(F)(F)F)CC(c2ccco2)N3)CC1 (stereo not given),2,6
COc1ccc(C(=O)Nc2nc3ccccc3[nH]2)cc1OC,6,10
CC(=O)Nc1ccc(-c2nn3c(C)nnc3s2)cc1C,0,2
COc1cc(C2C(C(=O)N3CCOCC3)=C(C)NC3=C2C(=O)CCC3)ccc1OC(C)=O (stereo not given),8,9
Cn1c(=O)c2c(nc(NCc3ccccc3)n2C)n(C)c1=O,6,7
COc1cccc(/C(O)=C2/C(=O)C(=O)N(CCCN(C)C)C2c2cccc(Cl)c2)c1 (stereo not given),4,10
CCN1CCn2c1nc(N1CCOCC1)nc2=O,-1,4
CCOC(=O)C(OC(=O)c1sc(=S)n(C)c1C)C(C)=O (stereo not given),-2,-5
O=C(Nc1cccc(Cl)c1Cl)C1CCN(c2ncccn2)CC1,-3,6
CCOC(=O)c1cc(C)n(Cc2ccccc2)c1C,5,12
CCc1nn2c(=O)cc(N3CCN(c4cc(C)nc5ccccc45)CC3)nc2s1,-7,-4

The results go on:
SMILES | TNAP inh pNP | TNAP inh Pi
Cc1ccc(-n2c(SCC(=O)NCc3ccco3)nc3nc4c(cc3c2=O)COC(C)(C)C4)cc1 | 0 | 4
CCC(=O)Nc1ccc(Cl)c(NC(=O)c2ccc(Br)o2)c1 | 2 | 7
O=C(CN1C(=O)C2CC=C(Cl)CC2C1=O)N1CCOCC1 (stereo not given) | -2 | 3
CCN1C(=O)c2cccc3c(S(=O)(=O)Nc4c(C)n(C)n(-c5ccccc5)c4=O)ccc1c23 | 0 | 0
O=C(c1nn2c(C(F)(F)F)cc(-c3ccccc3)nc2c1Cl)N1CCOCC1 | 4 | 6
COC(=O)[C@H](CC(C)C)NC(=O)Nc1ccc2c(c1)OCCO2 | 3 | 8
COc1ccc(CCN(C)CCN2C(=O)c3ccccc3C2=O)cc1OC | 0 | 10
O=C1C=C(N(CCO)CCO)C2(CCCCC2)O1 | -1 | 3
Cc1ccc(S(=O)(=O)n2nc(-c3ccc(Cl)cc3)nc2NCc2ccco2)cc1 | 0 | 0
O=C(O)C1C2C=CC3(CN(Cc4ccccn4)C(=O)C13)O2 (stereo not given) | 5 | 10
COCCNC(=O)c1c(N)n(CCCn2ccnc2)c2nc3ccccc3nc12 | 1 | 5
O=C(C1=C(O)C(=O)N(CCCN2CCOCC2)C1c1ccccn1)c1cc2ccccc2o1 (stereo not given) | 1 | -20
CC1CCCCN1C(=O)CSc1nnc(-c2ccco2)n1CC1CCCO1 (stereo not given) | 6 | 9
Cc1cc(C)nc(SCc2nnc(SCC(=O)Nc3ccccc3C)n2Cc2ccco2)n1 | 1 | 11
Cc1cccc(OCC(O)Cn2c(NCc3cccnc3)nc3c2c(=O)[nH]c(=O)n3C)c1 (stereo not given) | 4 | -20
CC1(C)CC(=O)C(/C=N/n2cnc3ccccc3c2=O)=C(O)C1 | 5 | 8
COc1ccc(S(=O)(=O)N(C)C2CCS(=O)(=O)C2)cc1OC (stereo not given) | 5 | 11
COCC(C)n1c(C)cc(C(=O)COC(=O)c2ccc3ncsc3c2)c1C (stereo not given) | -4 | 1
Cc1ccc2nc(SCCC#N)nc(C)c2c1 | 3 | -3
Cc1ccc(SCc2cc(=O)[nH]c(N3CCOCC3)n2)cc1 | 8 | 10
COc1c(C)cccc1C(=O)Nc1ccc(CN2CCOCC2)cc1 | 0 | 0
CC1(C)CC(NC(=O)CCc2ccccc2)CC(C)(C)N1 | 3 | 7
COc1cc2nc(-c3ccc(Br)o3)oc(=O)c2cc1OC | -9 | 0
CC12CN3CC(C)(CN(C1)C3c1ccccc1Cl)C2O (stereo not given) | 2 | 11
O=c1oc2cc(OCc3nn[nH]n3)ccc2c2c1CCCC2 | 1 | 5

Next section; it opens with the two that closed the last part.
SMILES | TNAP inh pNP | TNAP inh Pi
CC12CN3CC(C)(CN(C1)C3c1ccccc1Cl)C2O (stereo not given) | 2 | 11
O=c1oc2cc(OCc3nn[nH]n3)ccc2c2c1CCCC2 | 1 | 5
CCOc1ccc(C(=O)NC2CCN(S(C)(=O)=O)CC2)cc1 | 5 | 16
O=C(CSc1nnc([C@@H]2CCCN2)o1)c1ccc(Cl)cc1 | 0 | 4
COC(=O)c1cc(NC(=O)c2ccc(Cn3cc(Cl)cn3)o2)cc(C(=O)OC)c1 | 8 | 7
COc1ccccc1N(C(=O)c1snc(C(N)=O)c1N)C(C(=O)NCCC(C)C)c1ccco1 (stereo not given) | 4 | -17
Cc1c(Br)cc(C(=O)OC2CCN(C)CC2)c(C)c1C | 6 | 12
C=CCn1c(SCC(=O)NC2CCCC2)nc2scc(-c3ccco3)c2c1=O | 1 | 10
CCC(C)[C@H](NC(=O)NCc1ccccc1)C(=O)O (stereo not given in full) | -2 | 0
Cn1c(NCc2ccco2)nc2c1c(=O)n(Cc1ccc(Cl)c(Cl)c1)c(=O)n2C | 4 | 10
COC1=CC(=O)CC(C)C12Oc1c(Cl)c(OC)cc(OC)c1C2=O (stereo not given) | 5 | 9
CCN1C(=O)c2cccc3c(NC(=O)C(C)(C)C)ccc1c23 | 0 | 0
CCOc1ccc2[nH]c(=O)c(CN(CCCO)C(C)=O)cc2c1 | 2 | 5
COc1cccc(C2/C(=C(\O)c3c(C)nc4c(C)cccn34)C(=O)C(=O)N2CCCN(C)C)c1OC (stereo not given) | 2 | 5
CCCC(=O)N1c2ccccc2[C@@H](N(C(C)=O)c2ccccc2)C[C@H]1C | -2 | 2
CC(=O)N=c1sc2nc3ccccc3nc2n1N(C(C)=O)C(C)=O | 4 | 14
Cc1nn2cc(-c3ccc(N)cc3)nc2s1 | 7 | 9
CC(C)C(c1nnnn1C1CCCC1)N1CCN(c2ccccc2F)CC1 (stereo not given) | 4 | 5
CSC(=Nc1ccccc1)C1=C(O)COC1=O | 6 | 8
Cc1ccc2nc(C3CCN(C(=O)c4ccco4)CC3)[nH]c2c1 | 1 | -7
CCOCC(=O)Nc1nc2ccc(OCC)cc2s1 | 5 | 10
CCN1CCN(c2ccc(NC(=O)c3cccc4ncccc34)cc2)CC1 | 2 | 8
COc1ccc2[nH]c(=O)c(CN(C(=O)NC3CCCCC3)C3CCCC3)cc2c1 | -4 | 3
O=C(CN1C(=O)c2ccccc2C1=O)N1CCOCC1 | 2 | 9
Cc1cc2n(n1)C(c1c[nH]c3ccccc13)Nc1ccccc1-2 (stereo not given) | 3 | 8
COc1ccc(NC(=O)[C@@H]2[C@@H]3C(=O)N(C4CCCCC4)C(=O)[C@@H]3C3c4ccccc4C=CN32)cc1 (stereo not given in full) | 3 | 9
O=C(NC1CCN(C(=O)NCc2ccccc2)CC1)c1ccco1 | 6 | 9

(more compounds)
SMILES | TNAP inh pNP | TNAP inh Pi
CCC1CCCCN1c1nc(-c2ccncc2)nc2ccccc12 (stereo not given) | 4 | 11
COC(=O)c1[nH]c2cc(OC)ccc2c1NC(=O)CCN1CCCC(C)(C)C1 | 2 | 10
CSc1nsc(SC)c1NC(=O)OCCc1ccccn1 | 5 | 9
Nn1cc(-c2ccccc2)nc1SCC(=O)NC1CCS(=O)(=O)C1 (stereo not given) | 2 | -24
Cc1c(NC(=O)COC(=O)C2CC3C=CC2C3)c(=O)n(-c2ccccc2)n1C (stereo not given) | 1 | 10
O=C(NCCCN1CCCC1=O)c1ccc2c(c1)OCO2 | 2 | 10
Cc1cccc(-n2c(N)cc(=O)nc2SCC(=O)NC2CCCCC2)c1 | -5 | 0
CCOC(=O)c1[nH]c2ccc(F)cc2c1NC(=O)CCN1CCSCC1 | -1 | 3
O=C1c2ccccc2C(=O)N1CCCc1nc2ccccc2c(=O)n1CCCn1ccnc1 | 49 | 48
COc1cccc(C(=O)OCc2ccccc2C#N)c1O | 4 | 17
COc1ccccc1NC(=O)Cc1nn(C)c(=O)c2ccccc12 | 0 | 4
Fc1ccc(-c2nnc(Cc3nnc(-c4ccc(F)cc4)o3)o2)cc1 | 4 | 8
C[C@@H]1C[C@H](Nc2ccccc2)c2ccccc2N1C(=O)c1cccnc1 | 0 | 0
COc1ccc(S(=O)(=O)N(C)CC(=O)Nc2ccc(F)cc2)cc1 | -2 | 5
CN1CCNC(=O)C1CC(=O)O (stereo not given) | 1 | 5
Cc1cc2c(c(C)nn2-c2ccccc2)c(=O)o1 | 6 | 9
COc1ccc(NC(=O)Nc2cccc(C(=O)N3CCOCC3)c2)cc1OC | 3 | 8
CCn1c(O)c(/C=N/n2cnnc2)sc1=S | -12 | 3
CC(NC(=O)c1ccc(S(=O)(=O)N(C)C)cc1)c1ccccc1 (stereo not given) | 4 | 11
CCCCC(=O)Nc1ccc2c(c1)nc1n2CCSC1 | -1 | 4
N#Cc1ccc(-c2ccco2)nc1SCC(=O)c1ccc(Cl)cc1 | 0 | 5
COc1ccccc1-c1nc(C#N)c(N2CCN(C(c3ccccc3)c3ccccc3)CC2)o1 | 4 | 7
O=c1oc2cc(O)ccc2c2c1CCCC2 | 4 | 9
